From PubChem
TPT1 inh: C. albicans TPT1 enzyme inhibition; inhibition, % at 5 µM; actives 0.81% (n = 300,000); recombinant caTPT1, FP RNA substrate dephosphorylation;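 active = inhibition above the mean of all tested compounds plus 3 SD, set per screening campaign, cut at about 24% in these data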;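 also: plate controls were DMSO alone for no effect and ferristatin control at 100 nM for full effect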
PREPL inhibitor: inhibits the human prolyl oligopeptidase-like enzyme; recombinant PREPL, fluorescence polarization activity-based probe; Q4J6C6; actives 0.68% (n = 320,000); inhibition, % at 5.96 µM; AID 2751; in the data active = inhibition above about 43%;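 also: 0% = enzyme with DMSO and 100% = wells lacking enzyme; many of its hits are not listed in these tables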
Efflux pump inh: antifungal efflux pump inhibition, Nile Red retention; AID 485275; actives 0.44% (n = 330,000); inhibition, % at 10 µM; S. cerevisiae Candida pump triplex;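 active = plate passing quality check with inhibition over a set limit, or well fluorescence over plate mean plus 4 SD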;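 also: Nile Red retained in pooled yeast measured as flow cytometry median fluorescence; 0% = buffer negative control and 100% = Enniatin B positive control; higher means more Nile Red kept so more efflux inhibition; some compounds called inactive have numbers as strong as hits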
CTSL1 counter: counter-screen for PFM18AAP inhibitors: inhibitors of F. hepatica cathepsin L1 | recombinant F. hepatica cathepsin L1, Z-Leu-Arg-MCA fluorescence | inhibition, % at 5.96 µM | actives 0.49% (n = 300,000) | AID 1906;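 active = inhibition above the mean of all tested compounds plus 3 SD, set per screening campaign, cut at about 17% in these data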;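 also: 0% = plate median of test compound wells and 100% = 1 µM Z-Phe-Ala-diazomethylketone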
core dimer inh: blocks dimerization of HCV core protein; TR-FRET GST/Flag-core106 dimerization, 1536-well; inhibition, % at 5 µM; actives 0.33% (n = 300,000); AID 1899;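 active = inhibition above the mean of all tested compounds plus 3 SD, set per screening campaign, cut at about 45% in these data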
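Assay system: tagged HCV core106 pair (GST and Flag); medium: KF-containing HEPES buffer, pH 7.45, DTT, CHAPS, BSA; also added: Eu donor and XL665 acceptor anti-tag antibodies; dosing: 5 µM single dose; timing: compound-protein-antibody incubation 4 h at 22.5 °C; signal: TR-FRET 671 and 617 nm emission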
GASC-1 inh: inhibitors of human GASC-1 (JMJD2C) demethylase; inhibition, % at 2.35 µM; AID 2099; actives 0.069% (n = 330,000); Q9H3R0; GST-JMJD2C(1-420) H3K9me3 demethylation, DELFIA europium;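 active = more than half of a compound's replicate wells show inhibition beyond 50%, single wells judged on their own value; inconclusive = some, but no more than half, of replicates pass 50% inhibition; inactive = no replicate passes 50% inhibition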;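 also: signal counts dimethyl H3K9 product captured on neutravidin plate; 0% = median of DMSO wells and 100% = 0.3 times that DMSO median; strong numbers were not always called active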
Target sequence (Q9H3R0 1-420 limits assumed): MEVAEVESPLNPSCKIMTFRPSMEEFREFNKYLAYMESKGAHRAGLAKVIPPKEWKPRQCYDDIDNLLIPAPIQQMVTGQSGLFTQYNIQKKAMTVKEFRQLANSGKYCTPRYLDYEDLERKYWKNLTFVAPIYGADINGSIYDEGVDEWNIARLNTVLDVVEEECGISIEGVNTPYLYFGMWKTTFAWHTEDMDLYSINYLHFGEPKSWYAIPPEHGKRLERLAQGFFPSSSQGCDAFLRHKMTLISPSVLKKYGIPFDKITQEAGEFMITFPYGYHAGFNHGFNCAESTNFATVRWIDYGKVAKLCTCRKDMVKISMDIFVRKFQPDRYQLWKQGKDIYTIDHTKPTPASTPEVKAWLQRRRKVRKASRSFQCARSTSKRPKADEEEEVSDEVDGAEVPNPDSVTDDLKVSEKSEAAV
PP1 counter: PP1-alpha (human) inhibition in PP5 counter-screen; P62136; purified PP1alpha, OMFP fluorescence; inhibition, % at 6.7 µM; actives 0.9% (n = 320,000);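 active = inhibition above the mean inhibition of all tested compounds plus 3 SD, computed separately for each screening campaign, cut at about 15% in these data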
Target sequence (P62136 whole entry, looked up): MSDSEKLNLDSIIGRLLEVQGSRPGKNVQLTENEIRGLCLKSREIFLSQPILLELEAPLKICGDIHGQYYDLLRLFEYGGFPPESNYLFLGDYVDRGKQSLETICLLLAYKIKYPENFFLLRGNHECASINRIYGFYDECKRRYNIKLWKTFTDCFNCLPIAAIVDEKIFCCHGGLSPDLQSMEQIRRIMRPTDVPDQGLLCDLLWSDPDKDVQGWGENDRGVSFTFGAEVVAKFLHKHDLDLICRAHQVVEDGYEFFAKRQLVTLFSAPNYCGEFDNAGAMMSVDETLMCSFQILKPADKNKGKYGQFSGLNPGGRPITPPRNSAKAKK
PP5 inh: inhibitors of human protein phosphatase 5 (PP5). purified PP5c, OMFP substrate fluorescence. inhibition, % at 6.7 µM. actives 0.18% (n = 320,000). AID 1987;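 active = inhibition above the campaign's mean inhibition across all tested compounds plus 3 SD, cut at about 9.5% in these data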;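 also: 0% = DMSO only and 100% = 100 µM cantharidin control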
LYPLA2 counter: counter-screen for PME1 inhibitors: inhibitors of human LYPLA2; recombinant LYPLA2, FP-Rh probe fluorescence polarization; inhibition, % at 5.9 µM; actives 0.38% (n = 320,000); AID 2177;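 active = inhibition above the screen-wide mean plus 3 SD, limit set per campaign, cut at about 26% in these data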;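 also: 0% = LYPLA2 with DMSO and 100% = wells lacking LYPLA2 enzyme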
Target sequence (O95372 whole entry, looked up): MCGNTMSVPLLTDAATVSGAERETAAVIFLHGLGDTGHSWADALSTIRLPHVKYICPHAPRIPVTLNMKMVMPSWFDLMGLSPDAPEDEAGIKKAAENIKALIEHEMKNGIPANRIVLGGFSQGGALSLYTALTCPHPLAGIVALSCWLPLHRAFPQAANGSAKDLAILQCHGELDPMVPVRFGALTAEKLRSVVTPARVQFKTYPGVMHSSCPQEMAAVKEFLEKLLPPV
An asterisk follows results filed as active; u = inconclusive; x = not tested or not shown; & = joins results of further samples. The list is partial, so the mix of outcomes need not match the whole.

#1 O=c1oc(-c2ccc(F)cc2)nc2ccsc12
#2 COCCCNC(=O)/C=C1\Sc2ccccc2N(Cc2ccccc2F)C1=O
#3 CC1Cc2nc(SCC(=O)NCc3ccco3)n(Cc3ccccc3)c(=O)c2S1 (configuration not stated)
#4 CCOC(=O)NC(=O)/C(C#N)=N\Nc1ccc(Cl)cc1
#5 CC(=O)Nc1sc(N/N=C\c2ccccc2Cl)nc1-c1cccs1
#6 CCn1c(=O)n(CC)c2cc(N3CCCC3)c(NC(=O)c3cccc(C)c3)cc21
#7 Cc1cc(C)cc(NC(=O)C(Sc2nnc(C)c(=O)[nH]2)c2ccccc2)c1 (configuration not stated)
#8 c1ccc(C2=Nc3cccc4cccc(c34)N2)cc1
assay / entry	1	2	3	4	5	6	7	8
TPT1 inh	-3	-2	-1	0	1	1	0	1
PREPL inhibitor	-13	-31	6	0	2	25	3	6
Efflux pump inh	0.0	0.1	-0.1	0.0	-1.6	-0.1	-0.1	0.4
CTSL1 counter	2	1	0	2	6	3	2	3
core dimer inh	32	-6	23	-3	-16	-15	-2	39
GASC-1 inh	-27	9	-1	-6	-1	-45	-5	12
PP1 counter	2	0	8	0	1	-2	1	4
PP5 inh	-0.1	0.1	1.6	2.1	-0.1	0.9	0.2	1.4
LYPLA2 counter	-15	1	3	13	1	-2	4	-4

#9 O=C(COC(=O)c1ccc(NS(=O)(=O)c2cccs2)cc1)NCC1CCCO1 (configuration not stated)
#10 O=C1Cn2c(nc3ccccc32)N1c1cccc(C(F)(F)F)c1
#11 CCOc1cc(C(=O)O)ccc1OCCOc1ccccc1
#12 Cc1ccc2c(c1)C(c1ccc(F)cc1)N(C(=O)C1CC1)CC(=O)N2 (configuration not stated)
#13 COC(=O)c1c(NC(=O)c2ccoc2C)sc2c1CCC2
#14 N#CN=C(c1ccccc1)c1ccccc1
#15 O=C(CNC(=O)c1ccc(Br)o1)NCc1ccc(Cl)cc1
#16 COc1cc2c(C(=O)NCCCN3CC(C)CC(C)C3)cn(CC(C)C)c(=O)c2cc1OC (configuration not stated)
assay / entry	9	10	11	12	13	14	15	16
TPT1 inh	-2	2	-4	2	0	-6	-1	6
PREPL inhibitor	17	-3	1	-2	6	10	7	-7
Efflux pump inh	-0.4	0.1	-0.4	0.1	-0.1	-0.4	0.0	0.4
CTSL1 counter	-7	2	1	0	11	-1	1	1
core dimer inh	-8	-2	4	-3	14	-11	-7	-1
GASC-1 inh	7	2	-1	7	8	8	3	5
PP1 counter	-3	-2	-1	-5	0	-2	0	-4
PP5 inh	-0.8	-1.1	1.1	-0.6	1.2	3.1	3.0	1.2
LYPLA2 counter	1	-10	12	4	-7	10	-1	3

Complete entries from above.
`CC(=O)Nc1sc(N/N=C\c2ccccc2Cl)nc1-c1cccs1` in the list: TPT1 inh: 1; PREPL inhibitor: 2; Efflux pump inh: -1.6; CTSL1 counter: 6; core dimer inh: -16; GASC-1 inh: -1; PP1 counter: 1; PP5 inh: -0.1; LYPLA2 counter: 1
`CCn1c(=O)n(CC)c2cc(N3CCCC3)c(NC(=O)c3cccc(C)c3)cc21` in the list: TPT1 inh: 1; PREPL inhibitor: 25; Efflux pump inh: -0.1; CTSL1 counter: 3; core dimer inh: -15; GASC-1 inh: -45; PP1 counter: -2; PP5 inh: 0.9; LYPLA2 counter: -2

(list continues)
#17 Cc1n[nH]c(C)c1CCN(C)Cc1cn(C)nc1-c1ccccc1F
#18 C=CCn1c(SCC2=C(C(=O)OCC)C(C)NC(=O)N2)nnc1C1CCCCC1 (configuration not stated)
#19 COc1ccc(OC)c(S(=O)(=O)N2CCC(C(=O)NC(C)c3ccccc3)CC2)c1 (configuration not stated)
#20 COC1(c2ccccc2)NC(=S)NN=C1c1ccccc1 (configuration not stated)
#21 Cc1nn(-c2ccccc2)c2sc(-c3n[nH]c(=S)o3)cc12
#22 Cc1ccc(C(=O)c2ccc([N+](=O)[O-])cc2)cc1C
#23 Cc1ccc(N/N=C/c2ccc(N3CCOCC3)cc2)cc1C
#24 CCN(CC)S(=O)(=O)c1ccc2c(c1)nc(SCn1nnc3ccccc3c1=O)n2CC
assay / entry	17	18	19	20	21	22	23	24
TPT1 inh	3	1	1	4	2	-3	0	1
PREPL inhibitor	7	-2	4	1	20	22	18	-5
Efflux pump inh	-0.1	0.0	0.0	0.1	0.1	0.0	-0.1	0.1
CTSL1 counter	3	-4	4	-3	5	2	-2	4
core dimer inh	-3	7	-8	4	11	4	9	4
GASC-1 inh	1	-1&16	u	-18	5	-4	x	9
PP1 counter	-5	1	-2	-4	7	2	0	1
PP5 inh	-0.5	0.0	0.3	1.5	3.8	3.2	1.1	2.1
LYPLA2 counter	-10	1	-1	4	6	11	6	3

#25 O=C1c2cccnc2C(=O)N1Cc1ccc(S(=O)(=O)N2CCOc3ccccc32)cc1
#26 COC(=O)c1ccc(NC(=O)c2ccccc2N(C)S(C)(=O)=O)cc1
#27 CC(=O)N(CCCCN1C(=O)c2ccccc2C1=O)c1ccc(C)cc1
#28 COc1ccc(-c2c(C)nn3c(N4CCN(Cc5ccccc5)CC4)cc(C)nc23)cc1OC
#29 COc1cc(C(=S)N2CCC(C)CC2)ccc1O
#30 CCCc1cc(=O)[nH]c(SCC(=O)N(C)CC(=O)Nc2ccc(F)cc2)n1
#31 Cc1cc(C(=O)N/N=C/c2ccc(-c3cccc([N+](=O)[O-])c3)o2)n[nH]1
#32 CCCn1nnnc1NCc1ccccc1F
assay / entry	25	26	27	28	29	30	31	32
TPT1 inh	0	-6	1	-1	1	x	-1	-3
PREPL inhibitor	0	0	2	10	3	3	11	-6
Efflux pump inh	0.4	0.1	0.1	0.2	0.1	0.0	0.1	-0.1
CTSL1 counter	0	0	2	6	0	x	8	-1
core dimer inh	5	1	6	-3	-3	x	5	-6
GASC-1 inh	-3	-3	-2	-14	0	-5	-2	-1
PP1 counter	1	-3	0	-2	-2	0	1	2
PP5 inh	1.8	0.3	2.5	1.7	3.1	-0.2	-0.9	-0.3
LYPLA2 counter	1	-3	7	3	0	-2	1	-2

#33 O=C1CC2(CCN(C(=O)c3ccc([N+](=O)[O-])cc3)CC2)Oc2ccccc21
#34 O=C(Oc1ccc(-c2ccccc2)cc1)C1C2CCCCC21 (configuration not stated)
#35 O=C(Nc1cccc2ccccc12)NC1CCCCC1O (configuration not stated)
#36 O=C1C2C3C=CC(C4CC34)C2C(=O)N1/N=C/c1ccc(-c2ccc(F)cc2[N+](=O)[O-])o1 (configuration not stated)
#37 O=C(NNS(=O)(=O)c1ccc(Cl)cc1)c1ccc(S(=O)(=O)N2CCCCC2)cc1
#38 CC(=O)c1cccc(NC(=O)C2=CC(c3ccc4c(c3)OCO4)=NS(=O)(=O)N2C)c1
#39 Cn1c(=O)c2cc(S(=O)(=O)NC(C(=O)NCc3cccnc3)c3ccccc3)ccc2n(C)c1=O (configuration not stated)
#40 C(=N\Nc1ccc2nncn2n1)/c1ccco1
assay / entry	33	34	35	36	37	38	39	40
TPT1 inh	-7	-1	-5	-23	3	1	0	-3
PREPL inhibitor	30	6	18	10	7	20	8	0
Efflux pump inh	0.5	-0.1	-0.1	-0.1	0.5	0.1	-0.1	0.1
CTSL1 counter	4	-2	-2	-5	2	2	6	3
core dimer inh	5	-2	-17	8	-9	3	1	0
GASC-1 inh	-4	7	5	-9	1	-18	-7	-14
PP1 counter	0	0	-4	-3	4	0	-1	1
PP5 inh	-0.1	1.8	-5.6	0.2	3.1	1.9	3.2	2.0
LYPLA2 counter	18	3	15	7	-6	-3	-6	-5

Part of the list above in order of heavy-atom count, highest first.
#36 O=C1C2C3C=CC(C4CC34)C2C(=O)N1/N=C/c1ccc(-c2ccc(F)cc2[N+](=O)[O-])o1 (configuration not stated)
#37 O=C(NNS(=O)(=O)c1ccc(Cl)cc1)c1ccc(S(=O)(=O)N2CCCCC2)cc1
#33 O=C1CC2(CCN(C(=O)c3ccc([N+](=O)[O-])cc3)CC2)Oc2ccccc21
#34 O=C(Oc1ccc(-c2ccccc2)cc1)C1C2CCCCC21 (configuration not stated)
#35 O=C(Nc1cccc2ccccc12)NC1CCCCC1O (configuration not stated)
#32 CCCn1nnnc1NCc1ccccc1F
assay / entry	36	37	33	34	35	32
TPT1 inh	-23	3	-7	-1	-5	-3
PREPL inhibitor	10	7	30	6	18	-6
Efflux pump inh	-0.1	0.5	0.5	-0.1	-0.1	-0.1
CTSL1 counter	-5	2	4	-2	-2	-1
core dimer inh	8	-9	5	-2	-17	-6
GASC-1 inh	-9	1	-4	7	5	-1
PP1 counter	-3	4	0	0	-4	2
PP5 inh	0.2	3.1	-0.1	1.8	-5.6	-0.3
LYPLA2 counter	7	-6	18	3	15	-2

Later entries:
#41 CCNC(=O)c1c(O)c2c([nH]c1=O)CCCC2
#42 Cc1ccc(Cl)cc1NC(=O)CC1NCCNC1=O (configuration not stated)
#43 COc1ccc(C(O)Cc2nccn2C)cc1 (configuration not stated)
#44 O=C(O)C(Cc1ccc(F)cc1)c1ccccc1 (configuration not stated)
#45 C=CCOC(=O)C1=C[C@@H](c2ccccc2)C[C@@H](OCc2ccc(CO)cc2)O1
#46 CCOC(=O)C1(Cc2cccc(OC)c2)CCCN(C(=O)c2cc(CC(C)C)[nH]n2)C1 (configuration not stated)
#47 CCNC(=S)N1CCN(c2nc(-c3ccc(F)cc3)cs2)CC1
#48 CCN(C(=O)CSc1nc2n[nH]c(C)c2c(=N)n1-c1ccc(Cl)c(C)c1)c1cccc(C)c1
assay / entry	41	42	43	44	45	46	47	48
TPT1 inh	-1	0	-3	-1	-1	3	-3	-2
PREPL inhibitor	4	11	0	9	-3	-2	25	10
Efflux pump inh	-0.2	0.1	0.0	-0.1	0.0	0.0	-0.1	0.0
CTSL1 counter	2	0	1	-4	-2	-3	0	1
core dimer inh	0	-2	-2	-7	3	1	-10	13
GASC-1 inh	-3	-6	-1	-1	4	5	5	6
PP1 counter	0	3	-5	0	-2	0	3	0
PP5 inh	1.7	1.9	1.2	-0.8	1.6	-0.7	6.7	0.8
LYPLA2 counter	2	-3	6	6	2	1	14	-1

#49 COc1ccc(NC(=O)COc2ccc(C(=O)c3ccc(F)cc3)cc2)cc1S(N)(=O)=O
#50 CC(C)=CCN1CCN(Cc2ccc(Oc3ncccn3)cc2)CC1CCO (configuration not stated)
#51 CCC(Sc1nc(C)cc(C)n1)C(=O)Nc1ccc(Cl)cn1 (configuration not stated)
#52 COc1cc2c(cc1OC)CN(C(=O)c1nn(Cc3ccccc3)c(=O)c3ccccc13)CC2
#53 COc1ccc(CC(=O)OCC(=O)N2CCCc3ccccc32)cc1OC
#54 O=C(C1CCN(Cc2ccc(F)cc2)CC1)N(CCO)Cc1ccccc1
#55 CCOC(=O)N1CCC(N2CCN(c3ccccc3)CC2)CC1
#56 CN(C)c1ccc(N=Nc2ccccc2C(=O)OCC(=O)N2CCCC2)cc1
assay / entry	49	50	51	52	53	54	55	56
TPT1 inh	1	-1	-3	x	0	1	0	8
PREPL inhibitor	-2	1	1	0	7	14	7	11
Efflux pump inh	0.0	0.0	0.0	0.1	0.0	0.2	-0.1	0.1
CTSL1 counter	3	-3	2	x	-5	2	1	7
core dimer inh	11	-1	0	x	-9	1	7	-13
GASC-1 inh	-1	6	-9	-1	-7	0	-4	3
PP1 counter	1	2	-1	-1	-7	2	-3	1
PP5 inh	3.3	1.6	0.8	2.1	-1.1	-0.7	0.5	5.0
LYPLA2 counter	4	-1	3	0	2	2	-1	5
